# hIAP block – blocks human intestinal alkaline phosphatase | P09923 | hit rate 0.12% among 330,000 | purified IAP, CDP-Star luminescence, 30 min | inhibition, % at 10 µM | AID 2544;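 active = inhibition reaching a set limit with compound at 10 µM in the primary screen, cut at about 35% in these data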;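 note: plate controls were DMSO wells with enzyme for no effect and no-enzyme buffer wells for full effect; values of inactives mirror those of a sister screen read the other way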
# Target sequence (P09923 whole entry, looked up): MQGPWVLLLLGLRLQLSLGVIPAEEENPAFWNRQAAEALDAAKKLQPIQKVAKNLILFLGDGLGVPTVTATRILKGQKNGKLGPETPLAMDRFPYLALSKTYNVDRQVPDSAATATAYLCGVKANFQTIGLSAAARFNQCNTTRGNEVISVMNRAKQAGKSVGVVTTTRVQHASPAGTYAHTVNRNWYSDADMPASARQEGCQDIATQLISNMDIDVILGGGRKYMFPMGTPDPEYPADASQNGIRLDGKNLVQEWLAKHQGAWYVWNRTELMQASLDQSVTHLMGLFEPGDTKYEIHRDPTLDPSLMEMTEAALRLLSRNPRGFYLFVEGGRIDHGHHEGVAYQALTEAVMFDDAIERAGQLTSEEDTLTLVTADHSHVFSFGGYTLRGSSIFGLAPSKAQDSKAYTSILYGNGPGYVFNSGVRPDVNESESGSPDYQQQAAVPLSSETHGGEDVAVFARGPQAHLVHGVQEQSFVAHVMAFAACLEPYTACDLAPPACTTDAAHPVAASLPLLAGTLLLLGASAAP
# APOBEC3G inh – inhibitors of human APOBEC3G DNA deaminase. inhibition, % at 20 µM. Q9HC16. recombinant A3G, ssDNA deamination FAM/TAMRA fluorescence. AID 493012. hit rate 0.28% among 330,000;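 active = inhibition of at least 40% at 20 µM, with no more than 30% in the related APOBEC3A deaminase screen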;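 note: plate controls were DMSO wells with A3G for no effect and wells lacking A3G enzyme for full effect; some compounds called inactive have numbers as strong as hits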
# Target sequence (Q9HC16 whole entry, looked up): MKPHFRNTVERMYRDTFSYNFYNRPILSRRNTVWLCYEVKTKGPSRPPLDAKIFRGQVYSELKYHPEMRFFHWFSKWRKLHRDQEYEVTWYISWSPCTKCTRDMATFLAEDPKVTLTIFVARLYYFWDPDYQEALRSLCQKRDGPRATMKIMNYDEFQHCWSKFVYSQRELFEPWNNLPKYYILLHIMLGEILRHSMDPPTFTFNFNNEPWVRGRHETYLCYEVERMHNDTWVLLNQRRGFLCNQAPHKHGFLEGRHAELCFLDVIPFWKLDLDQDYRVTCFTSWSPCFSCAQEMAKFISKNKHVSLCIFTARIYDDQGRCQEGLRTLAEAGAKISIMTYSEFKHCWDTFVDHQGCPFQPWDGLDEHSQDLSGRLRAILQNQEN
# mIAP block – mouse IAP inhibition. purified mouse IAP, CDP-Star luminescence, 30 min. inhibition, % at 10 µM. hit rate 0.2% among 330,000. AID 2806;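 active = inhibition of at least 40% at 10 µM in the primary screen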;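 note: plate controls were DMSO with enzyme for no effect and no enzyme wells for full effect; values of inactives mirror those of a sister screen read the other way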
# APOBEC3A inh – inhibitors of human APOBEC3A DNA deaminase | inhibition, % at 20 µM | P31941 | recombinant A3A, FAM/TAMRA ssDNA deamination fluorescence | hit rate 0.41% among 330,000;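 active = at least 40% inhibition at 20 µM here, with at most 30% in a related deaminase screen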;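 note: plate controls were A3A with DMSO for no effect and wells lacking A3A enzyme for full effect; some results filed as inactive read as strong as hits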
# hIAP act – human IAP activation. P09923. purified human IAP, CDP-Star luminescence, 30 min; active compounds read high; 1 = vehicle-only enzyme, 0 = enzyme-free background. activation factor at 10 µM. hit rate 0.16% among 330,000;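 active = activation factor of the enzyme at least 2-fold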; note: the source names both 10 and 20 µM as test concentration; values of inactives mirror those of a sister screen read the other way
# MPTP block – inhibitors of mitochondrial permeability transition pore | isolated mouse mitochondria, Ca2+ swelling absorbance, 30 min | inhibition, % at 10 µM | hit rate 1.4% among 360,000;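 active = inhibition of 50% or more, scaled per plate between neutral and stimulator controls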;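 note: 0% = DMSO wells given calcium and 100% = 1 mM EGTA wells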
# mIAP act – increases mouse intestinal alkaline phosphatase activity; muIAP, CDP-Star luminescence, 30 min; active compounds read high; 1 = vehicle-only enzyme signal, 0 = enzyme-free wells; AID 2805; hit rate 0.24% among 330,000; activation factor at 10 µM;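 active = activation factor of at least 2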; note: the source names both 10 and 20 µM as test concentration; values of inactives mirror those of a sister screen read the other way
#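 System: Mouse IAP enzyme | Also added: CDP-Star substrate | Dosing: Compounds dispensed in DMSO | Schedule: 30 min enzyme-substrate-compound incubation at room temperature | Technique: Chemiluminescence readout | Control set: DMSO-only wells and no-enzyme negative control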
# MIN6 prolif – inducers of beta-cell replication in MIN6 cells; MIN6 cells proliferation, ATPlite luminescence, 48 h; cells starved in 0.2% serum; 100% = growth in 10% serum; proliferation, % at 10 µM; hit rate 0.29% among 330,000;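 active = compounds whose signal lies at least 3.5 SD above the mean of all wells on their plate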;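 note: 0% = DMSO-treated cells in low-serum medium and 100% = 10% serum control; some compounds called inactive have numbers as strong as hits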
# ATG4B inhibitor – blocks human ATG4B protease cleavage of LC3 substrate; inhibition, % at 8.33 µM; Q9Y4P1; ATG4B cleavage of LC3-PLA2, NBD-HPC fluorescence, 1 h; AID 504462; hit rate 0.51% among 340,000; in the data active = inhibition above about 40%
# * hit, by the source's call; . = not tested or not shown.
SMILES,hIAP block,APOBEC3G inh,mIAP block,APOBEC3A inh,hIAP act,MPTP block,mIAP act,MIN6 prolif,ATG4B inhibitor
O=C(NCC(c1ccccc1Cl)N1CCCC1)C1CCN(C(=O)Nc2ccccc2)CC1 (centres undefined),10.5,-1.3,-9.0,-0.5,0.895,-1.3,1.09,-3.9,4.0
CCOc1ccccc1CN1CCC(n2nccc2NC(=O)CCc2ccccc2)CC1,-114.6,-6.9,-35.9,-4.8,2.15*,-0.4,1.36,3.6,6.8
Cc1ccsc1CNCC(O)c1ccccc1 (centres undefined),-11.0,-10.1,-5.3,-3.6,1.11,1.4,1.05,0.0,11.0
Cc1cc(=O)[nH]c(-n2[nH]c(C)cc2=O)n1,2.5,-3.4,29.2,-1.1,0.975,0.4,0.708,-1.5,4.2
COc1cc(NC(=S)NCc2ccco2)cc(OC)c1OC,-12.4,-3.8,9.3,-0.7,1.12,0.9,0.907,0.0,-5.7
Cc1cc(=O)oc2cc(OC(C)C(=O)NCCc3ccc(S(N)(=O)=O)cc3)ccc12 (centres undefined),-2.3,-7.6,-0.3,-4.5,1.02,3.9,1,-1.1,-8.2
Cc1ccc(SCCNC(=O)CN(c2ccc3c(c2)OCO3)S(C)(=O)=O)cc1,14.0,-7.7,-2.4,-1.4,0.86,-2.8,1.02,-1.8,0.1
O=C(Cc1c(F)cccc1Cl)Nc1cccnc1,10.5,-6.4,4.7,-2.0,0.895,-0.5,0.953,0.1,-5.8
Cc1cnc(C(=O)OCc2ccc(C#N)cc2)cn1,-0.4,-9.6,13.5,-3.3,1,-1.5,0.865,-0.1,0.4
CN1CCN(C(=O)C23CC4CC(CC(C4)C2)C3)CC1,2.9,-1.8,-4.1,2.5,0.971,.,1.04,-0.4,5.0
Cc1cc(C)nc(SSc2nc(C)cc(C)n2)n1,20.9,57.3*,-0.7,-4.3,0.791,-0.6,1.01,-5.0,-1.4
COc1cccc(OC)c1C(=O)OCC(=O)N(C)c1ccccc1,-1.6,0.0,1.1,1.5,1.02,-2.4,0.989,0.0,-3.6
O=C(O)c1ccc2c(=O)n3c(nc2c1)/C(=C/c1ccc(OC(F)F)cc1OC(F)F)CC3,5.8,-8.5,1.9,-3.5,0.942,1.3,0.981,-0.5,-15.5
COc1ccc(C2=NN(C(=O)c3cccnc3)C(c3ccccc3)C2)cc1 (centres undefined),-10.8,0.0,-4.1,1.5,1.11,-0.9,1.04,-0.4,-8.1
O=C(CCN1C(=O)/C(=C\c2cccs2)SC1=S)Nc1ccc(C(=O)O)cc1,-20.1,-6.5,8.5,-4.0,1.2,-1.4,0.915,0.6,-6.5
C[C@@H](NC(=O)Cn1cnc2c(OCc3ccccc3)ncnc21)c1cccc2ccccc12,1.5,-2.2,-15.3,0.6,0.985,-0.1,1.15,-3.1,.
COc1ccc(NC(=O)COC(=O)c2ccc3c(c2)OCCO3)cc1OC,-12.2,-6.9,2.1,-4.5,1.12,1.0,0.979,-2.5,5.9
c1ccc2oc(-c3ccc4nc[nH]c4c3)nc2c1,1.5,-4.9,9.9,-0.9,0.985,-2.0,0.901,-3.6,-8.3
O=C(NOC(=O)c1ccccc1F)c1ccc(OC(F)F)cc1,-12.0,-3.3,-1.0,-1.3,1.12,0.8,1.01,-2.3,-11.5
CCOC(=O)C1=C(C)NC(=O)N(C(C)=O)C1c1ccc(Cl)cc1 (centres undefined),-10.6,5.1,2.5,5.6,1.11,0.2,0.975,-3.9,12.2

# Filtered by structure: the compounds so far containing a Cl atom (three)
SMILES,hIAP block,APOBEC3G inh,mIAP block,APOBEC3A inh,hIAP act,MPTP block,mIAP act,MIN6 prolif,ATG4B inhibitor
O=C(NCC(c1ccccc1Cl)N1CCCC1)C1CCN(C(=O)Nc2ccccc2)CC1 (centres undefined),10.5,-1.3,-9.0,-0.5,0.895,-1.3,1.09,-3.9,4.0
O=C(Cc1c(F)cccc1Cl)Nc1cccnc1,10.5,-6.4,4.7,-2.0,0.895,-0.5,0.953,0.1,-5.8
CCOC(=O)C1=C(C)NC(=O)N(C(C)=O)C1c1ccc(Cl)cc1 (centres undefined),-10.6,5.1,2.5,5.6,1.11,0.2,0.975,-3.9,12.2

# Other structures follow:
SMILES,hIAP block,APOBEC3G inh,mIAP block,APOBEC3A inh,hIAP act,MPTP block,mIAP act,MIN6 prolif,ATG4B inhibitor
COc1cc(/C=N/NC(=O)c2nc(-c3ccccc3)n(-c3ccccc3)n2)ccc1O,1.0,-5.6,6.7,-1.4,0.99,0.6,0.933,-0.7,-16.2
CC1(OC(=O)CCc2ccccc2)C(=O)C=C2C=C(c3ccc(C#N)cc3)N(C3CCCC3)C=C2C1=O (centres undefined),7.3,-12.6,1.6,-7.2,0.927,0.7,0.984,-1.8,-8.3
CC1(c2nnc(-c3ccc(F)cc3)o2)CC(c2ccccc2)=NO1 (centres undefined),5.4,-2.8,0.5,-2.7,0.946,11.4,0.995,-3.9,-7.1
CCOc1cc(C=O)ccc1OCC(=O)NC(C)(C)C,-2.2,-6.7,2.2,0.3,1.02,-0.5,0.978,3.5,-8.1
Cc1cc(-c2n[nH]c(=S)n2/N=C/c2c[nH]c3ccccc23)n[nH]1,-52.2,31.9,-19.2,0.6,1.52,0.2,1.19,0.0,-4.3
O=C1NC(=O)C(c2cccs2)(c2cccs2)N1,-23.7,-3.9,-3.4,-0.3,1.24,-1.8,1.03,0.0,-5.4
Fc1ccc2c(c1)C(c1ccc(N3CCOCC3)cc1)=NNC(c1cccs1)=N2,-6.0,-2.7,3.3,-0.9,1.06,4.9,0.967,-3.9,65.1*
NS(=O)(=O)c1ccc(NC(=O)CN2C(=O)C3C4C=CC(C4)C3C2=O)cc1 (centres undefined),1.6,-4.7,1.6,-0.9,0.984,0.9,0.984,-1.4,-5.4
O=C(COC(=O)c1ccccc1O)NC1CCCc2ccccc21 (centres undefined),18.9,-4.5,-2.6,-2.5,0.811,-1.4,1.03,0.2,-6.5
O=C(CCCN1C(=O)c2ccccc2C1=O)Nc1ccc(S(=O)(=O)N2CCOCC2)cc1,-10.0,-2.7,-2.5,0.9,1.1,-0.6,1.02,-3.0,-1.6
COc1cccc(-c2nc(CS(=O)(=O)c3ccccc3)no2)c1,8.9,-7.4,4.2,-3.0,0.911,4.4,0.958,-1.2,0.6
CC(Nc1cc(N2CCOCC2)ccc1[N+](=O)[O-])c1ccccc1 (centres undefined),-1.0,-1.0,20.2,2.2,1.01,1.5,0.798,2.0,-6.6
COCCn1c(SCC(=O)OCc2ccccc2)nc2c1c(=O)[nH]c(=O)n2C,16.0,-1.4,2.4,-3.2,0.84,-1.0,0.976,-3.9,-7.4
O=C(COC(=O)c1nn(-c2ccccc2)c(=O)c2ccccc12)NC1CCS(=O)(=O)C1 (centres undefined),-10.2,-7.6,-4.1,3.6,1.1,-1.0,1.04,-2.1,-1.0
COc1ccc(CCC(=O)Nc2ccc(C)c(S(=O)(=O)N(C)C)c2)cc1OC,1.1,-2.2,-11.2,-1.4,0.989,22.8,1.11,0.0,28.7
CCN1CCN(C(c2cccs2)C(C)NC(=S)Nc2cc(C)ccc2C)CC1 (centres undefined),2.0,-4.1,-9.5,-0.9,0.98,-0.2,1.09,-4.4,-1.9
COc1ccc(OCC(=O)Nc2cc3oc4ccccc4c3cc2OC)cc1,-14.1,3.1,7.4,-1.2,1.14,0.6,0.926,0.2,-4.3
NC(=O)C1=C[C@@H](c2coc3ccccc3c2=O)C[C@@H](OCc2ccc(CO)cc2)O1,-7.9,-1.7,-0.9,-4.8,1.08,-1.5,1.01,-2.3,-6.0
O=C(CCN1C(=O)S/C(=C\c2cccs2)C1=O)Nc1nccs1,-2.4,-6.7,-1.9,-4.6,1.02,2.2,1.02,-1.2,-9.0
CCNc1nc(SC(C)C(=O)OC)nc(N2CCOCC2)n1 (centres undefined),0.2,-4.7,-6.3,-5.9,0.998,-1.3,1.06,2.0,-6.7
CSc1nc(C)c2c(n1)N(c1ccc(O)cc1)CC2,-2.1,-1.1,12.8,7.1,1.02,-0.5,0.872,-0.8,-5.0
COc1ccc(CC(C)N2CCN(c3ccccc3OC)CC2)cc1OC (centres undefined),8.7,5.3,1.0,7.5,0.913,1.1,0.99,-0.7,4.0
O=C(COC(=O)Cc1c(F)cccc1Cl)NCCC1=CCCCC1,-1.0,0.5,8.7,-0.1,1.01,-0.7,0.913,-1.3,5.7
COc1cc(NC(=O)COC(=O)[C@@H]2CCCN2S(=O)(=O)c2ccc(Cl)cc2)cc(OC)c1OC,0.8,15.5,-0.8,-1.4,0.992,0.1,1.01,-0.1,-9.6
CCOc1ccc(NC(=O)c2ccccc2OCC(=O)c2ccccc2)cc1,4.0,-4.1,15.0,-1.4,0.96,7.6,0.85,-3.0,8.9
COc1cc2c(cc1OC)CN(c1ccc(C(F)(F)F)cn1)CC2,2.5,-11.2,3.8,-3.5,0.975,0.8,0.962,-5.7,-8.1
COc1ccc(NC(=S)N(CCC(C)C)C2CCN(C(C)C)CC2)cc1Cl,-3.9,28.2,-15.6,-0.1,1.04,0.3,1.16,-1.1,-8.7
COc1ccc(-c2csc(Nc3ccc(S(=O)(=O)Nc4cc(OC)nc(OC)n4)cc3)n2)cc1,16.6,-3.9,3.5,-1.8,0.834,1.9,0.965,0.0,33.0
C[C@@]12C(=O)N(Cc3ccccc3)CC(=O)N1[C@H]1c3ccccc3OC[C@@H]1[C@@H]2c1ccccc1,-3.7,0.1,12.9,-0.7,1.04,-1.3,0.871,-4.8,-2.2
Cc1nn(C)c(C(=O)N/N=C/c2cccc(Oc3ccccc3)c2)c1Br,-29.3,2.0,2.5,-0.6,1.29,-0.7,0.975,0.0,-1.1
Cc1cc(N2CCOCC2)nc2ccc(NC(=O)CCC(=O)N3CCN(c4ccc(F)cc4)CC3)cc12,1.7,0.8,-0.9,0.2,0.983,-2.5,1.01,0.9,-12.2
Cc1csc(SCC(=O)Nc2cc(S(=O)(=O)N3CCCC3)ccc2Cl)n1,14.5,-2.9,-21.5,2.0,0.855,0.3,1.22,0.6,-11.3
CC1CCN(S(=O)(=O)N2CCC(C(=O)O)CC2)CC1,12.5,4.4,-1.3,0.3,0.875,-1.6,1.01,0.0,-0.5
CCOc1ccc(C(CC(=O)O)NC(=O)c2sc3ccccc3c2Cl)cc1 (centres undefined),18.4,3.2,-5.1,0.2,0.816,-1.9,1.05,-1.5,-12.6
O=C(Nc1ccc(F)cc1F)c1c(C(F)(F)F)ccnc1Oc1cccc(C(F)(F)F)c1,7.8,-0.7,13.2,4.6,0.922,11.8,0.868,-0.3,-3.2
C=Cn1cc[n+](CC(=O)c2ccc(OC)cc2)c1,0.1,-2.3,1.4,-1.0,0.999,0.3,0.986,-1.1,-9.5
COc1cccc(C(=O)C2CCCN(C/C=C/c3ccccc3OC)C2)c1 (centres undefined),7.8,-3.7,1.7,5.5,0.922,-0.2,0.983,-3.2,-9.5
COCCN(Cc1ccccc1)C(=O)c1ccc2c(=O)n3c(nc2c1)CCC3,0.5,-7.6,0.7,-1.3,0.995,-0.3,0.993,-1.7,-3.2
CC1=CC2=NC(=O)/C(=C\c3cccn3CCOc3ccccc3)C(=N)N2O1,1.6,-0.1,5.9,0.7,0.984,8.2,0.941,-3.6,-11.8
c1ccc2c(c1)CNC1(CCCCC1)C2,2.4,-0.3,2.0,-0.8,0.976,-0.3,0.98,-1.6,2.0
CCCCCC(=O)Nc1ccc(C(=O)COC(=O)Cn2cnc3c2c(=O)n(C)c(=O)n3C)cc1,8.4,-10.5,6.5,-1.4,0.916,0.3,0.935,-0.5,1.0
